Screening results deposited in PubChem by several laboratories.
Dengue-2 NS5 capping: flavivirus cap methylation enzyme inhibition – biochemical, confirmation dose response, primary screen (AID 588689) | inhibition, % at 25 µM; hits with a dose series show IC50 in µM | 340,000 compounds, 0.3% hits | Dengue-2 NS5 methyltransferase capping enzyme assay, biochemical; higher % means a stronger effect; in the data active means a potency from the dose series; inconclusive means inhibition above about 29% without an active follow-up result
GPR55 antagonists: GPR55 antagonists blocking LPI-driven arrestin recruitment, primary screen, imaging, U2OS, beta-arrestin-GFP, LPI agonist (AID 2013); U2OS GPR55 beta-arrestin-GFP translocation imaging, LPI antagonism; higher % means a stronger effect; inhibition, % at 10 µM, or IC50 in µM where a hit was titrated; 290,000 compounds, 0.13% hits;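 active means spots per cell inhibited over 60%, with over 100 cells counted and total cytoplasm intensity under 500,000; inconclusive means wells with under 100 cells, flagged as likely toxic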;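 further: U2OS cells stably carrying GPR55 and arrestin-GFP stimulated by 5 µM LPI near EC80; imaged beta-arrestin-GFP aggregate spots per cell after agonist stimulation; plate controls were LPI-stimulated DMSO wells for no effect and DMSO wells without LPI for full effect; some results filed as inactive read as strong as hits; confirmed hits need IC50 under 10 µM and bright autofluorescent wells are also inconclusive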
HIV fusion peptide: cell-free HIV fusion peptide-binding blockers – biochemical, uHTS, fluorescence dequenching, primary screen (AID 1986); cell-free peptide binding, fluorescence dequenching, 30 min; higher % means a stronger effect; one-dose inhibition, % at 20 µM; IC50 in µM for titrated hits; 290,000 compounds, 0.3% hits; in the data active means inhibition mostly above about 52%, no sharp cut-off; inactive means mostly below about 76%; further: some results filed as inactive read as strong as hits
SV40 large T antigen: TAg ATPase/helicase activity blockers – biochemical (AID 1903) | 310,000 compounds, 0.39% hits | SV40 large T antigen ATPase/helicase inhibition assay; higher % means a stronger effect | inhibition, % at 20 µM, or IC50 in µM where a hit was titrated; in the data active means a potency from the dose series; inconclusive means inhibition mostly from about 32% at the one dose, without a potency; inactive means the rest, 99 in 100 with inhibition below about 32%; further: strong numbers were not always called active
GPR35 antagonists: GPR35 antagonists blocking zaprinast-driven arrestin recruitment, primary screen, imaging, U2OS, beta-arrestin-GFP, zaprinast agonist (AID 2058). U2OS GPR35 beta-arrestin-GFP translocation imaging, zaprinast antagonism; higher % means a stronger effect. inhibition, % at 10 µM, or IC50 in µM where a hit was titrated. 290,000 compounds, 0.052% hits;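 active means inhibition of at least 50% with at least 30 cells and total cytoplasm GFP at most 10,000,000; inconclusive means under 30 cells or total GFP of 10,000,000 plus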
UTI89 phage lysis: protection from phage-mediated lysis, alamar blue read-out – E. coli UTI89, K1F phage, bacterial capsule biogenesis inhibitors (AID 488966) | E. coli UTI89 K1F phage lysis, alamar blue, 2 h; higher % means a stronger effect | inhibition, % at 100 µM, or IC50 in µM where a hit was titrated | 340,000 compounds, 0.02% hits;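 active means phage lysis inhibition, versus mean bacterial control, above a set limit; inconclusive means no clear call, values can overlap the other calls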;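 further: capsule biogenesis inhibitors block K1F phage lysis so surviving cells raise fluorescence; higher fluorescence means more inhibition of phage lysis; actives were called in the ten point dose series up to 300 µM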
RSV CPE inhibition: inhibition of RSV-induced cytopathic effect – HEp-2 cells, primary 10 µM value included (AID 2391); CPE inhibition, % at 10 µM; hits with a dose series show IC50 in µM; HEp-2 cells, RSV-induced CPE inhibition; higher % means a stronger effect; 310,000 compounds, 0.13% hits; in the data active means a potency from the dose series; inconclusive means CPE inhibition mostly from about 23% at the one dose, without a potency; inactive means the rest, 99 in 100 with CPE inhibition below about 21%; further: strong numbers were not always called active
PhoP inhibition: inhibitors of PhoP regulon expression, primary screen, Salmonella Typhimurium, GFP reporter (AID 1863). S. Typhimurium PhoP-regulated promoter GFP reporter, 4 h; higher % means a stronger effect. inhibition, % at 50 µM; hits with a dose series show IC50 in µM. 300,000 compounds, 0.16% hits;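 active means inhibition over 29.93%, a cutoff 3 SD above the screen mean, later confirmed by dose response; inconclusive means inhibition over 29.93% but no dose response follow-up; inactive means inhibition at most 29.93% or unconfirmed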;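 further: 0% = low Mg2+ inducing control and 100% = high Mg2+ repressing control; strong numbers were not always called active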
MgcRacGAP inhibition: MgcRacGAP GTPase-activating activity inhibitors, confirmation, biochemical, ADP Hunter fluorescence; MgcRacGAP-stimulated Rac1 GTP hydrolysis, ADP Hunter fluorescence; higher % means a stronger effect; GST-tagged Rac1 F28L mutant substrate; inhibition, % at 30 µM; hits with a dose series show IC50 in µM; 340,000 compounds, 0.6% hits; AID 624330;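 active means first-screen hits whose inhibition reached a set limit at any dose in the follow-up dose series; inconclusive means inhibition above the set first-screen limit but never retested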;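 further: fluorescence reports GDP produced by GAP-driven GTP hydrolysis; strong numbers were not always called active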
Starred values were filed as active, the others as inactive; ? = inconclusive; · = not tested or not shown; & = joins results of further samples; [ ] = dose if it differs, or a comment.

SMILES	Dengue-2 NS5 capping	GPR55 antagonists	HIV fusion peptide	SV40 large T antigen	GPR35 antagonists	UTI89 phage lysis	RSV CPE inhibition	PhoP inhibition	MgcRacGAP inhibition
Cc1ccnc(NC(=O)c2cc3ccccc3oc2=O)c1	-1%	-10%	-0.8%	5%	-2%	0.0%	2.1%	7%	4%
Nc1nc(SCC(=O)Nc2cccc(Oc3ccccc3)c2)n[nH]1	-6%	1%	0.1%	-47%	11%	0.1%	?	24%	13%
COc1ccc2c3c(cccc13)N(C)N=C2C	?	9%	-0.5%	9%	-2%	-0.1%	7.4%	0%	34µM*
COc1ccc2nc(NC(=O)CCN3C(=O)c4ccccc4C3=O)sc2c1	7%	13%	0.4%	8%	6%	8.2%	-1.2%	-1%	4%
Cc1noc(NS(=O)(=O)c2ccc(NC(=O)c3cc(=O)c4ccccc4o3)cc2)c1C	-5%	17%	1.6%	9%	25%	-0.2%	1.5%	-1%	5%
O=C(NC(=S)N(CCO)Cc1ccccc1)c1ccc(F)cc1Cl	2%	10%	-0.5%	4%	-5%	0.1%	0.3%	8%	4%
O=C1C=C(NNC(=O)c2ccccc2Br)CCC1	5%	17%	6.1%	5%	3%	0.2%	1.2%	4%	4%
CNC(=S)N1N=C(c2ccccc2)CC1c1ccc(OC)c(OC)c1 (configuration not stated)	-8%	11%	1.8%	27%	4%	0.5%[50 µM]	3.4%	1%	7%
Cc1nn(Cc2c(Cl)cccc2Cl)c(C)c1NC(=O)c1sc2ccccc2c1Cl	-4%	-6%	1.3%	-1%	2%	-1.1%	0.8%	26%	2%
CCCOc1ccc(C2NC(=S)NC(c3ccccc3)=C2C(=O)Nc2ccc(C)cc2)cc1OC (configuration not stated)	-4%	-1%	-1.3%	17%	18%	?	5.3%	30%	5%
COc1ccccc1NC(=O)C1=C(C)NC(SCC(=O)c2ccccc2)=C(C#N)C1c1ccco1 (configuration not stated)	-10%	23%	13%	6%	-8%	0.4%	·	-1%	5%
COc1ccc(C2c3ccc(O)cc3Oc3ncn4nc(-c5ccccn5)nc4c32)cc1 (configuration not stated)	2%	5%	-0.2%	7%	4%	0.2%	1.5%	-6%	6%

Entries of single compounds, looked up by structure. Screens in order: Dengue-2 NS5 capping	GPR55 antagonists	HIV fusion peptide	SV40 large T antigen	GPR35 antagonists	UTI89 phage lysis	RSV CPE inhibition	PhoP inhibition	MgcRacGAP inhibition
`COc1ccccc1NC(=O)C1=C(C)NC(SCC(=O)c2ccccc2)=C(C#N)C1c1ccco1` (configuration not stated) in the list: -10%	23%	13%	6%	-8%	0.4%	·	-1%	5%
`CNC(=S)N1N=C(c2ccccc2)CC1c1ccc(OC)c(OC)c1` (configuration not stated) in the list: -8%	11%	1.8%	27%	4%	0.5%[50 µM]	3.4%	1%	7%
`O=C1C=C(NNC(=O)c2ccccc2Br)CCC1` in the list: 5%	17%	6.1%	5%	3%	0.2%	1.2%	4%	4%
`CCCOc1ccc(C2NC(=S)NC(c3ccccc3)=C2C(=O)Nc2ccc(C)cc2)cc1OC` (configuration not stated) in the list: -4%	-1%	-1.3%	17%	18%	?	5.3%	30%	5%
`Cc1nn(Cc2c(Cl)cccc2Cl)c(C)c1NC(=O)c1sc2ccccc2c1Cl` in the list: -4%	-6%	1.3%	-1%	2%	-1.1%	0.8%	26%	2%

Further structures
SMILES	Dengue-2 NS5 capping	GPR55 antagonists	HIV fusion peptide	SV40 large T antigen	GPR35 antagonists	UTI89 phage lysis	RSV CPE inhibition	PhoP inhibition	MgcRacGAP inhibition
CCN(CC(=O)N1CCN(C)CC1)S(=O)(=O)c1ccc(Cl)cc1	-1%	-13%	-1.8%	14%	2%	2.3%	-0.3%	0%	14%
CCOc1cc(NC(=O)C2CC2)c(OCC)cc1NC(=O)c1ccccn1	-12%	-14%	-1.5%	11%	-20%	1.9%	3.7%	-5%	11%
Fc1ccc(Nc2nnc(C(F)(F)F)s2)cc1	-2%	-18%	-0.6%	2%	-12%	0.8%	4.7%	-2%	7%
CC(=O)NC1C(O)OC(CO)C(O)C1O (configuration not stated)	-1%	·	·	20%	·	-2.2%	-0.9%	-5%	4%
CCC1(c2ccccc2)NC(=O)N(CC(=O)Nc2cc(Cl)ccc2N2CCN(C)CC2)C1=O (configuration not stated)	6%	·	·	·	·	0.2%[50 µM]	-0.7%	·	5%
C/C(=N\O)C(C)(C)Nc1ccccc1F	-1%	-2%	-0.3%	0%	1%	-0.1%	0.1%	-14%	11%
CCN(CC)S(=O)(=O)c1cccc(C(=O)OCC(=O)NCc2ccccc2OC)c1	-5%	·	·	21%	·	1.0%[50 µM]	0.6%	6%	0%
CC(C)N1CCc2c(sc(NC(=O)c3ccc4ccccc4c3)c2C(N)=O)C1	-22%	19%	38%	30%	21%	-0.5%	8.9%	-9%	8%
Cc1ccc2c(c1)COc1c3ccc(C(=O)N4CCCCC4)cc3nn1-2	-6%	2%	-0.3%	20%	-12%	-0.4%	?	-5%	7%
Cc1cccc(OCC(=O)N/N=C/c2ccccc2C(=O)O)c1	2%	-27%	0.1%	15%	-12%	2.0%	3.8%	-1%	-4%
N#CCCCCn1c(-c2cncs2)nc2ccccc21	2%	-4%	-1.2%	1%	17%	-1.8%	-0.3%	-7%	4%
O=C(CCn1cnc2ccccc2c1=O)Nc1cccc(Cl)c1	-12%	-5%	0.2%	6%	21%	-0.3%	1.2%	-2%	-1%
O=C(CNC(=O)c1ccco1)OCC(=O)c1ccc(Cl)cc1	-4%	9%	-1.8%	11%	18%	0.3%	1.5%	8%	1%
CC(C)(O)/C=C1/Oc2ccccc2C1N1CCCCC1 (configuration not stated)	-3%	6%	0.3%	10%	10%	0.1%	0.3%	10%	13%
COc1ccccc1N1CCN(c2ccc3ccccc3n2)CC1	0%	-9%	-2.9%	9%	-3%	0.4%	?	-4%	6%
Cc1ccsc1C(=O)N(C)CC(=O)N(CC(C)C)c1c(N)n(CC(C)C)c(=O)[nH]c1=O	1%	·	·	9%	·	-0.4%[50 µM]	-0.6%	-4%	-3%
Cc1ccccc1N(C)C(=O)c1coc(=O)c2ccccc12	2%	5%	-0.7%	-2%	15%	0.2%	1.9%	12%	3%
CCOC(=O)C1=C(c2cccc(Oc3ccccc3)c2)NC(=S)NC1C (configuration not stated)	-3%	15%	-2.6%	5%	1%	0.5%	7.5%	3%	9%
C=CCSC1=N/C(=C\c2ccsc2)C(=O)S1	-1%	10%	0.3%	12%	-5%	1.2%	1.9%	23%	14%
COc1ccc(-c2nnnn2C)cc1S(=O)(=O)NCc1ccccc1	1%	-4%	0.1%	3%	2%	1.1%	0.0%	3%	-7%
O=C(CCC(=O)Nc1ccc(F)cc1)N/N=C/c1ccccc1	-1%	-7%	-0.6%	4%	0%	-0.1%	0.2%	3%	14%
O=C(Nc1nnc(-c2ccncc2)o1)c1ccccc1F	-1%	8%	0.3%	15%	15%	0.3%	2.5%	-4%	8%
COc1ccccc1C(=O)NCCC(=O)NCC(c1ccccc1)N(C)C (configuration not stated)	0%	-20%	0.0%	4%	-4%	0.0%	0.3%	6%	7%
COc1cc2ccccc2cc1C(=O)Nc1ccc2oc(=O)ccc2c1	2%	-8%	-0.5%	-39%	-2%	0.2%	1.2%	5%	7%
Cc1ccc(C)c(-n2c(C)cc(/C=N/NC(=O)c3c(C)nc4cc(C)ccn34)c2C)c1	-10%	-9%	-0.1%	15%	-7%	0.3%	0.6%	-11%	-8%
CC1CCCN(C(=O)c2cc(-c3ccco3)nc3ccccc23)C1 (configuration not stated)	-10%	·	·	·	·	-0.3%[50 µM]	0.8%	·	8%
CCc1ccc(NC(=O)c2cc(C)on2)cc1	0%	25%	7.5%	13%	8%	-0.4%	5.2%	12%	2%
O=C(N/N=C/c1c[nH]c2ccccc12)C1CC1(c1ccccc1)c1ccccc1 (configuration not stated)	-4%	-17%	0.8%	9%	-2%	-2.5%[50 µM]	41%	16%	2%
CSc1ccc(S(=O)(=O)N2CCC(C(=O)NC3CC3)CC2)cc1	1%	3%	0.8%	10%	2%	-0.3%	2.2%	-5%	-4%
CC#CC[N+](C)(C)CC(=O)c1ccccc1	-11%	-4%	0.1%	-2%	2%	-1.4%[50 µM]	-2.1%	-16%	-4%
CCOc1ccccc1N1CC(C(=O)Nc2ccccc2N2CCOCC2)CC1=O (configuration not stated)	2%	10%	-1.3%	5%	2%	-0.2%	1.5%	7%	0%
Cc1ccc(SCc2ccc(C(=O)Nc3cccc([N+](=O)[O-])c3C)cc2)cc1	3%	0%	0.6%	4%	3%	1.1%	1.0%	5%	-1%
NCCNC(=O)Cc1cccc(NC(=O)Cc2ccc(Nc3ncnc4c3ncn4[C@@H]3O[C@H](CO)[C@@H](O)[C@H]3O)cc2)c1	-4%	-6%	0.7%	7%	4%	4.7%	0.2%	1%	-1%
CC(=O)Nc1ccc2nc(N)sc2c1	35%	·	·	7%	·	0.1%	2.7%	6%	-2%
O=C(N/N=C\c1cccnc1)c1ccc(Br)s1	2%	-10%	-1.1%	5%	4%	1.1%[50 µM]	5.9%	11%	8%
CCCCN(C(=O)CSc1nnc2ccccn12)c1c(N)n(Cc2ccccc2)c(=O)[nH]c1=O	-8%	6%	-2.8%	23%	-10%	0.5%	1.5%	-2%	9%
CC(NC(=O)CSc1nc2ccccc2c(=O)[nH]1)c1ccccc1 (configuration not stated)	-1%	0%	0.2%	-1%	-5%	1.4%	0.9%	-2%	14%
CCCCN(CC)CCNC(=O)c1cc2cc3ccc(Cl)cc3nc2o1	-11%	20%	1.6%	11%	2%	1.3%	7.9%	1%	11%
O=C(CN1C(=O)C2(OCCCO2)c2ccccc21)NCc1ccccc1	0%	4%	-1.0%	14%	-6%	0.9%	0.1%	-3%	1%
Nc1nc2ccc(OC(F)(F)F)cc2s1	2%	6%&-2%	3.0%&0.0%	3%&-2%&5%	3%&-14%	-1.9%	8.9%&9.1%	-5%&4%&-3%	6%
